# High-throughput results deposited in PubChem BioAssay by National Center for Advancing Translational Sciences (NCATS).
# AmpC detergent = AmpC beta-lactamase inhibition with detergent present. P00811. AmpC hydrolysis of nitrocefin, absorbance 480 nm, 0.01% Triton. Potency, µM (titrated, usually from 114 µM), for inactives: top-dose activity change, negative = inhibition, usual class: inhibitors. 0.041% of 370,000 active;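 also: potency is read from the fitted curve at half-maximal effect; 0% = no-compound wells and -100% = no-enzyme wells; nearly all actives have a fitted effect of over 25% in size; some results filed as inactive show a strong effect at the top dose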
# Target sequence (P00811 whole entry, looked up): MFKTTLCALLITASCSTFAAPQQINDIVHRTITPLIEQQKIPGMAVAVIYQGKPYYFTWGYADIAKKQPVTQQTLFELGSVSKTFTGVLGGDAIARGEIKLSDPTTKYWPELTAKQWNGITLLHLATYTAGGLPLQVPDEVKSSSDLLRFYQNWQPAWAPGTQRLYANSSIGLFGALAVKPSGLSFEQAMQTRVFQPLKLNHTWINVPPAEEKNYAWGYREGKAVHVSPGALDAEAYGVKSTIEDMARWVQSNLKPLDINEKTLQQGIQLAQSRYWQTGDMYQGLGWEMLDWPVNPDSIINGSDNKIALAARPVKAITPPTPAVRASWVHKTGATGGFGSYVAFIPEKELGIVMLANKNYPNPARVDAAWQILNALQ
#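 20 mM phosphate pH 7.0 + 0.01% (detergent screen) or 0.0001% Triton X-100; 5.3 nM AmpC reagent; cpd preinc 15 min RT; nitrocefin (800 uM stock) to start; A480 q20 s × 4 min; Activity was normalised to no-enzyme and no-compound control wells.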
# AMA1-RON2 inh = AMA1-RON2 (P. falciparum) interaction inhibition; Potency, µM (doses to about 58.2 µM), inactives show at the top dose activity change, negative = inhibition, actives largely listed as inhibitors; 0.2% of 360,000 active; AID 720542; AlphaScreen AMA1-biotinylated RON2 peptide binding;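 also: potency is read from the fitted curve at half-maximal effect; 0% = vehicle wells and -100% = peptide control; nearly all actives have a fitted effect of over 45% in size; some results filed as inactive show a strong effect at the top dose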
#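 AMA1 (3D7) with his tag at 25 nM final met compounds first, then biotinylated RON2 peptide at 25 nM; detection used donor plus acceptor beads, 10 µg/mL apiece, read by AlphaScreen after 30 min at room temperature.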
# HCMV inh = blocks human cytomegalovirus replication | HFF cells, HCMV-luciferase reporter, 72 h; active compounds read low | activity change, negative = inhibition, % at 57.5 µM | AID 1259415 | 4.5% of 410,000 active; in the data active = activity change below about -60%; inconclusive = no clear call, values can overlap the other calls; inactive = above about -39%
#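 Two compound doses tested in HFFs infected with HCMV-luciferase, MOI 1 PFU/cell, 72 h at 37C. Lysate luminescence read with OneGlo; data normalized against buffer-only and 10uM Salinomycin inhibitor controls.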
# FBPA Giardia inh = Giardia lamblia aldolase inhibition. A8B2U2. purified Giardia FBPA. Potency, µM (series often up to 59.6 µM), for inactives: top-dose activity, negative = inhibition, actives largely listed as inhibitors. 0.71% of 290,000 active. AID 2451; also: potency is read from the fitted curve at half-maximal effect; nearly all actives have a fitted effect of over 55% in size
# Target sequence (A8B2U2 whole entry, looked up): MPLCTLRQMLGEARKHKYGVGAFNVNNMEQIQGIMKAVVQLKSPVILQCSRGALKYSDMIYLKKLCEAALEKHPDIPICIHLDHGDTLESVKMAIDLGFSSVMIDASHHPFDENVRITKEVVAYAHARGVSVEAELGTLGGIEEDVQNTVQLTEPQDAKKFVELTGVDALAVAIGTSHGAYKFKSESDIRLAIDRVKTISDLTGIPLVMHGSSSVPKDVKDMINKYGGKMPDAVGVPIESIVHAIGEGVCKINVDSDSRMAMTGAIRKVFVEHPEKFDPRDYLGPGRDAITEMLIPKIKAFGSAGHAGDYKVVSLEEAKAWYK
#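 Giardia FBPA (40 nM reagent) was preincubated 10 min at RT with compound (up to 57.5 uM final), then substrate plus GAPDH/TPI/NAD/arsenate coupling system with diaphorase/resazurin was added; resorufin fluorescence (525/598 nm) was read after 20 min.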
# AmpC no deterg = blocks E. coli AmpC beta-lactamase in detergent-free assay. AmpC nitrocefin hydrolysis, absorbance 480 nm, 0.0001% Triton. Potency, µM (titrated, usually from 57.1 µM), for inactives: at the highest dose activity change, negative = inhibition, hits mostly inhibitors. 0.52% of 330,000 active;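 also: potency is read from the fitted curve at half-maximal effect; plate controls were no compound for no effect and no enzyme for full effect; nearly all actives have a fitted effect of over 20% in size; some results filed as inactive show a strong effect at the top dose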
#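 AmpC (5.3 nM in the dispensed reagent) in 20 mM phosphate pH 7.0 with 0.01% (detergent screen) or 0.0001% Triton X-100 was preincubated with compounds for 15 min at room temperature. Nitrocefin was then added from an 800 uM solution, and hydrolysis was followed at 480 nm.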
# Sm TGR block = S. mansoni TGR enzyme inhibition; 3% of 360,000 active; Potency, µM (titrated, usually from 114 µM), without a hit: at the top dose activity change, negative = inhibition, most hits filed as inhibitors; purified TGR, DTNB reduction, TNB absorbance 405 nm; AID 485364; also: potency is read from the fitted curve at half-maximal effect; nearly all actives have a fitted effect of over 60% in size
#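 TGR 20 nM + NADPH 100 uM (dispensed conc.), cpd preinc 15 min RT; start with NADPH (500 uM addition) then DTNB (15 mM addition). Kinetic TNB absorbance, 405 nm filter. Four-parameter Hill fit across titration.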
# Active calls of the source: *; ? = inconclusive; . = no result given; & = joins results of further samples; [ ] = remark or other dose. Unless noted, calls follow the shape of the dose curve; as a rule, active = well fitted curve in the direction sought with a large enough effect; inconclusive = small, poorly fitted or top-dose-only effect, or another doubt; inactive = no such curve, though single readings can be large; an effect the other way counts as inactive or inconclusive. Unless noted, % is scaled to controls: 0 for no effect and ±100 for the full control effect.
item	structure	AmpC detergent	AMA1-RON2 inh	HCMV inh
1	Cc1ccc(-c2noc(CCC(=O)N(C)c3ccccc3C)n2)cc1	?	-1%	18
2	Cc1c(NC(=O)c2cccc(NS(C)(=O)=O)c2)c(=O)n(-c2ccccc2)n1C	-9%	-6%	0
3	COC(=O)c1nn(-c2ccc3c(c2)CCN3C(C)=O)cc1O	-12%	6%	?
4	COCCn1c(C)cc(/C=C2\NC(=S)N(C)C2=O)c1C	-13%	19%	-21
5	O=C(OCn1nnc2ccccc2c1=O)c1cn(-c2ccccc2)nc1-c1cccnc1	-13%	-1%	-30
6	C/C(CC(=O)N(C(C)C)C(C)C)=N\NC(=O)COc1ccc(Cl)cc1Cl	2%	85%[activator]	?
7	CCCCc1nc2cc(C(=O)N3CCCC(OCCC)C3)ccc2o1 (stereo unspecified)	1%	-9%	38
8	COc1cc([N+](=O)[O-])cc(/C=N/NC(=O)c2ccc(C)nc2)c1O	-3%	-27%	-32
9	N#Cc1cccc2cccc(S(=O)(=O)N3CCOCC3)c12	-13%	-11%	-2
10	O=C(NC(=S)NC1CCS(=O)(=O)C1)c1cccs1 (stereo unspecified)	-20%	-2%[11.6 µM]	32
11	O=C(Nc1ccc2c(c1)OCO2)N1CCN(c2ccccc2Cl)CC1	11%	9%	-21
12	O=C(N/N=C/C=C/c1ccccc1)c1cnccn1	0%	51%[activator]	36
13	O=C(O)C1c2ccccc2C(=O)N(Cc2ccc(F)cc2)C1c1ccncc1 (stereo unspecified)	2%	-9%	41
14	CCOC(=O)c1c(C)[nH]c(C)c1C(=O)COC(=O)c1ccc([N+](=O)[O-])s1	3%	-15%	41
15	CCn1cc(C(=O)OCC(=O)Nc2ccc(F)cc2F)c(=O)c2ccc(C)nc21	-5%	.	10

item	FBPA Giardia inh	AmpC no deterg	Sm TGR block
1	3%	86%[activator]	1%
2	2%	-11%	4%
3	.	-12%	-1%
4	?	-3%	-27%
5	1%	67%[activator]	-7%
6	-9%	-6%	-3%
7	.	82%[activator]	0%
8	?	-5%	-19%
9	.	-27%	3%
10	-12%	-12%	-4%
11	-18%	-25%	-2%
12	0%	-4%	4%
13	9%	-10%	-1%
14	.	-7%	?
15	.	.	-3%

# The listing continues:
item	structure	AmpC detergent	AMA1-RON2 inh	HCMV inh
16	O=C(NNC(=O)C1CC1)c1cc(=O)[nH]c2ccccc12	.	-9%	13
17	O=C(NCCCN1CCOCC1)c1cccc(S(=O)(=O)N2CCN(c3ccccc3)CC2)c1	-21%	-14%	-12
18	CCOc1ccc(CCNC(=O)C2CC(=O)N(Cc3ccc(OC)cc3)C2)cc1OCC (stereo unspecified)	0%	-1%	-23
19	COc1cc(S(=O)(=O)Nc2cccc(C)c2)ccc1NC(=O)c1cccnc1	-1%	3%	-23
20	Cc1cc(NC(=O)CSc2nnc(-c3ccncc3)n2-c2ccccc2)no1	4%	2%	38
21	FC(F)(F)c1cccc(NC(=S)N2CCN(c3ccccn3)CC2)c1	-3%	6%	-28
22	CCc1ccc(N2C(=O)CC(Cn3nc(C)cc3C)C2=O)cc1 (stereo unspecified)	2%	1%	3
23	COc1ccc(CNC(=O)c2ccc(CNS(=O)(=O)c3ccc(F)cc3)cc2)cc1	6%	.	32
24	Cc1cc(=O)c2ccc(C(F)(F)F)cc2[nH]1	6%	-20%	-6
25	CC(c1n[nH]c(=S)n1-c1ccc(F)cc1)N1CCCCC1 (stereo unspecified)	5%	57%[activator]	16
26	Cc1nc2nc[nH]n2c(=O)c1CC(=O)O	?	13%	44
27	CCOC(=O)C1CCCN(C(=S)Nc2ccc(Nc3ccccc3)cc2)C1 (stereo unspecified)	-10%	-19%	-8
28	CCN1CCC(N(Cc2ccc(F)cc2)C(=O)Nc2cccc(C(F)(F)F)c2)CC1	17%	.	-33
29	COCc1nn2c(N)c(-c3ccccc3)cnc2c1-c1ccccc1	?	34%[activator]	20
30	CC1CCN(c2nc3ccccc3n2CC(=O)c2ccccc2)CC1	-6%	-8%	-15

item	FBPA Giardia inh	AmpC no deterg	Sm TGR block
16	.	-20%	.
17	.	96%[activator]	1%
18	4%	96%[activator]	8%
19	1%	-5%	2%
20	-1%	-30%	-1%
21	-3%	-12%	.
22	0%	3%	-8%
23	.	.	26%
24	-6%	-5%	2%
25	-18%	-12%	17%
26	-6%	-2%	-1%
27	-17%	-19%[2.29 µM]	0%
28	.	.	10%
29	1%	129%[activator]	3%
30	1%	-15%	2%

# Shown with each value named: 4 of the compounds above.
21. FC(F)(F)c1cccc(NC(=S)N2CCN(c3ccccn3)CC2)c1
  AmpC detergent: -3% | AMA1-RON2 inh: 6% | HCMV inh: -28 | FBPA Giardia inh: -3% | AmpC no deterg: -12% | Sm TGR block: .

22. CCc1ccc(N2C(=O)CC(Cn3nc(C)cc3C)C2=O)cc1 (stereo unspecified)
  AmpC detergent: 2% | AMA1-RON2 inh: 1% | HCMV inh: 3 | FBPA Giardia inh: 0% | AmpC no deterg: 3% | Sm TGR block: -8%

23. COc1ccc(CNC(=O)c2ccc(CNS(=O)(=O)c3ccc(F)cc3)cc2)cc1
  AmpC detergent: 6% | AMA1-RON2 inh: . | HCMV inh: 32 | FBPA Giardia inh: . | AmpC no deterg: . | Sm TGR block: 26%

24. Cc1cc(=O)c2ccc(C(F)(F)F)cc2[nH]1
  AmpC detergent: 6% | AMA1-RON2 inh: -20% | HCMV inh: -6 | FBPA Giardia inh: -6% | AmpC no deterg: -5% | Sm TGR block: 2%

# The main list resumes, starting two compounds before the break.
item	structure	AmpC detergent	AMA1-RON2 inh	HCMV inh
29	COCc1nn2c(N)c(-c3ccccc3)cnc2c1-c1ccccc1	?	34%[activator]	20
30	CC1CCN(c2nc3ccccc3n2CC(=O)c2ccccc2)CC1	-6%	-8%	-15
31	COc1ccc2ccccc2c1/C=N/N1C(=O)CSC1=S	-7%	29%	15
32	CCCN1CNC(=S)N(c2ccc(C)cc2C)C1	5%	12%	?
33	COc1ccc(-c2cc3ccccc3oc2=O)cc1NC(=O)c1ccc([N+](=O)[O-])o1	-9%	1%	-66*
34	COc1ccc2c(c1)-c1nc(NC(=O)c3cccc(Br)c3)sc1CC2	22%	.	-19
35	Cc1ccc(C)c(-n2cc(CNCCCn3cccn3)c(-c3ccccc3)n2)c1	3%	-13%	-65*
36	Cn1c(=O)c(C(=O)COC(=O)c2cc(-c3ccco3)nc3ccccc23)c(N)n(Cc2ccccc2)c1=O	0%	.	.
37	COc1cc(NC(=O)c2ccc(COCC(F)(F)F)cc2)cc(OC)c1OC	2%	0%	1
38	Cn1c(=O)n(C)c2cc(NS(=O)(=O)c3ccc(Cl)cc3)c(NCc3ccccc3)cc21	9%	.	?
39	O=C(Nc1ccccc1C(=O)N1CCCC1)c1ccc(Cl)c([N+](=O)[O-])c1	0%	14%	24
40	CC1CC1c1ccc(/C=C(\C#N)C(=O)Nc2cccc(Cl)c2Cl)o1 (stereo unspecified)	-13%	-4%	?
41	CCCCOc1c(C(=O)Nc2ccccc2)nnn1-c1ccccc1	?	0%	?
42	Cc1nn(CCCC(=O)Nc2c(F)cc(F)cc2Br)c(C)c1[N+](=O)[O-]	2%	-4%	-21
43	COc1cccc2cc(-c3nc4ccc(C)cc4[nH]3)c(=O)oc12	8%	.	46
44	CCOC(=O)C1(C)/C(=N/Nc2ccccc2)C(=O)C(=O)N1c1ccccc1 (stereo unspecified)	-2%	-10%	57
45	NC(=O)c1ccccc1NC(=O)C1CCCN(c2ncnc3onc(-c4ccc(F)cc4)c23)C1 (stereo unspecified)	2%	.	-5

item	FBPA Giardia inh	AmpC no deterg	Sm TGR block
29	1%	129%[activator]	3%
30	1%	-15%	2%
31	-29%	16µM*	-3%
32	2%	-11%	14%
33	-1%	-30%	-18%
34	.	.	4%
35	3%	71%[activator]	-15%
36	-23%&-18%	-23%	3.2µM*
37	1%	16%	1%
38	.	.	1%
39	-2%	-9%	23%
40	-4%	-30%	6%
41	0%	-38%	6%
42	1%	-7%	-4%
43	.	.	14%
44	-11%	-16%	-10%
45	.	.	-5%

# Some entries already given, showing only Sm TGR block and AmpC no deterg.
nr	SMILES	Sm TGR block	AmpC no deterg
45	NC(=O)c1ccccc1NC(=O)C1CCCN(c2ncnc3onc(-c4ccc(F)cc4)c23)C1 (stereo unspecified)	-5%	.
42	Cc1nn(CCCC(=O)Nc2c(F)cc(F)cc2Br)c(C)c1[N+](=O)[O-]	-4%	-7%

# (continued)
item	structure	AmpC detergent	AMA1-RON2 inh	HCMV inh
46	Cc1cnc(NS(=O)(=O)c2ccc(Cl)cc2)c(Br)c1	-8%	-11%	23
47	CCS(=O)(=O)NCCc1cc2c(OC)ccc(OC)c2[nH]c1=O	-12%	-3%	-7
48	Nc1ncnc2c1ncn2CCNCCc1ccccc1	-2%	8%	-15
49	CNc1c(NS(=O)(=O)c2ccc(Cl)cc2)c(=O)oc2ccccc12	-13%	-16%	-1
50	O=C(COC(=O)c1ccc2c(c1)OCO2)Nc1nc(-c2ccccc2)cs1	1%	-5%	-31
51	CCC(=O)Nc1ccc2oc(-c3cccc(C)c3)nc2c1	-9%	-7%	136
52	OCC1(CCOc2ccccc2)CCN(Cc2ccc3c(c2)OCCO3)CC1	6%	-7%	-14
53	Cc1ccc(C(=O)c2oc3ccccc3c2NC(=O)C(C)Oc2ccccc2Cl)cc1 (stereo unspecified)	30%	.	-24
54	COc1cc(NC(=O)N2CCSc3ccccc32)cc(OC)c1OC	25%	.	0
55	Cc1nc(NC(C)C)c2cnn(CCc3ccccc3)c2n1	?	0%	17
56	COc1ccccc1CN1CC(C(=O)NC2(c3ccccc3)CC2)CCC1=O (stereo unspecified)	?	-5%	?
57	CC(C)(C)NC(=O)c1ccc2c(c1)N(CC(=O)N1CCN(c3ccc(F)cc3)CC1)C(=O)C(C)(C)O2	?	-17%	-7
58	CC(=O)C1=C(C)NC(SCC(N)=O)=C(C#N)C1CC(C)C (stereo unspecified)	?	26%	?
59	Cc1ccc(Cl)cc1NC(=O)CN1CCN(C(=O)C2CCCO2)CC1 (stereo unspecified)	-5%	4%	4

item	FBPA Giardia inh	AmpC no deterg	Sm TGR block
46	-8%	-32%	6%
47	-1%	-12%	1%
48	13%	-23%	-26%
49	0%	-17%	-2%
50	1%	-18%	.
51	-2%	23%	-15%
52	1%	29%	19%
53	.	.	12%
54	.	.	4%
55	-20%	0%	-17%
56	-6%	11%	-19%
57	-5%	103%[activator]	0%
58	6%	-25%	?
59	.	-7%	1%
